# N370S GC mod = inhibits or activates N370S mutant glucocerebrosidase; N370S GC spleen homogenate, 4MU-glucoside fluorescence; Potency, µM (top dose mostly 59.4 µM), for the others: at the top dose activity change, negative = inhibition, usual class: inhibitors; AID 2101; hit rate 0.092% among 330,000; P04062;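 note: 0% = full enzyme activity and -100% = no enzyme basal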
# TDP1 inh = blocks human tyrosyl-DNA phosphodiesterase 1 | Q9NUW8 | hit rate 0.28% among 350,000 | recombinant TDP1, AlphaScreen DNA substrate cleavage | Potency, µM (doses to about 130 µM), without a hit: at the top dose activity change, negative = inhibition, most hits filed as inhibitors; note: nearly all actives have a fitted effect of over 40% in size
# Target sequence (Q9NUW8 whole entry, looked up): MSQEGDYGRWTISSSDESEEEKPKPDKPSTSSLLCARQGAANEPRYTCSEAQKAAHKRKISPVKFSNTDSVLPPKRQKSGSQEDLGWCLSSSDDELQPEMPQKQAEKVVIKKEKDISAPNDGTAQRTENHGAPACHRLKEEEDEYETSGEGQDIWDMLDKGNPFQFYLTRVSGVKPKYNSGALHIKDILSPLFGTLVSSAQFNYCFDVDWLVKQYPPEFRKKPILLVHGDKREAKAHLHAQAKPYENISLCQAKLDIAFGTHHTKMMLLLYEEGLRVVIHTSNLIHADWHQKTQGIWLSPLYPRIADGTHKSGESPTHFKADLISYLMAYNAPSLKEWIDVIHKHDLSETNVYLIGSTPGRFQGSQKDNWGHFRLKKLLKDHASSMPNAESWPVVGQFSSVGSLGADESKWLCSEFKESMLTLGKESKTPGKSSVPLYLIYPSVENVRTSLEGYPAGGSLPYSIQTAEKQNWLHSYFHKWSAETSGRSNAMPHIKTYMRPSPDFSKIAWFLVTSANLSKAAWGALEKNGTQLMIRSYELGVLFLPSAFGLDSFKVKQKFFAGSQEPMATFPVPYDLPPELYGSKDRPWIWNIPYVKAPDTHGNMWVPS
#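 Recombinant E. coli-expressed Tdp1 (1 nM) preincubated with compound 15 min at RT, then 5'-biotin/3'-phosphotyrosine-FITC DNA substrate (15 nM) added for 5 min. AlphaScreen beads (10 ug/ml) added, 10 min RT; tyrosine-FITC cleavage read as signal loss.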
# FEN1 inhibitor = human FEN1 inhibition | hit rate 0.35% among 390,000 | Potency, µM (top dose mostly 114 µM), for inactives: at the top dose activity change, negative = inhibition, actives largely listed as inhibitors | P39748 | Recombinant FEN1 flap cleavage, fluorescence, 15 min; note: nearly all actives have a fitted effect of over 65% in size
# Target sequence (P39748 whole entry, looked up): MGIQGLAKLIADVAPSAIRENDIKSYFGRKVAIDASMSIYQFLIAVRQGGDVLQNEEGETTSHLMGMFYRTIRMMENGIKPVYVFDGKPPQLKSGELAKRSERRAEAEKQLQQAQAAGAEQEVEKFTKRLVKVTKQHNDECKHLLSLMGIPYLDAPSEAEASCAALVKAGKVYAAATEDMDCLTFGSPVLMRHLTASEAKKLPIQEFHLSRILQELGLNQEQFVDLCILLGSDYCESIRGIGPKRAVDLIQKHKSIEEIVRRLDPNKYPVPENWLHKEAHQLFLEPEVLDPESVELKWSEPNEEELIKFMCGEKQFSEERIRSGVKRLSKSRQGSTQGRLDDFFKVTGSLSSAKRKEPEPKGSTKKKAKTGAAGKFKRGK
#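 Concentration–response screening of FEN1 (10 nM): 15 min compound preincubation at room temperature, reaction started with 50 nM substrate and read at 0 and 15 min. Corrected, normalized data were fitted by a four-parameter Hill equation.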
# An asterisk follows results filed as active; ? = inconclusive; nt = no result given; & = joins results of further samples. Calls come from the whole dose curve; as a rule, active = well fitted curve in the direction sought with a large enough effect; inconclusive = small, poorly fitted or top-dose-only effect, or another doubt; inactive = no such curve, though single readings can be large; an effect the other way counts as inactive or inconclusive. Unless noted, % is set by controls: 0 for no effect and ±100 for the full control effect; potency is the fitted concentration of half-maximal effect.
canonical_smiles	N370S GC mod	TDP1 inh	FEN1 inhibitor
Cc1cccc(N2C(=O)NC3(CCCCC3)C2=O)c1	6%	2%	-8%
NC(=O)C1CCN(C(=O)c2ccccc2SCC(=O)NCC2CCCCC2)CC1	-9%	2%	-2%
Cc1cc(C)c2c(=O)[nH]c(SCC(=O)c3ccc(F)c(C)c3)nc2n1	-15%	0%	-13%
O=c1c2c3n(c(=S)nc2[nH]n1-c1ccccc1)CCCCC3	1%	2%	-14%
Cc1ccc(Nc2nc(-c3ccc(S(=O)(=O)N4CCCC4)cc3)cs2)cc1C	0%	8%	-18%
Cc1nc2ccccc2c(=O)n1/N=C/C=C/c1ccccc1	1%	7%	0%
CCNc1c(NCC)c(=O)c1=O	6%	nt	-2%
CN(C)S(=O)(=O)c1ccc(Cl)c(NC(=O)COC(=O)C2CSC3(C)CCC(=O)N23)c1 (stereo not given)	-1%	-3%	0%
Cn1c(SCCS(=O)(=O)c2ccc(Cl)cc2)nnc1-c1ccccc1	17%	1%	0%
CC1CC(NNC(=O)c2ccccc2)=Nc2ccccc2N1C (stereo not given)	2%	4%	2%
CCN(Cc1ccccc1)C(=O)c1sc2nc3n(c(=O)c2c1C)CCCC3	nt	9%	1%
O=C(Nc1ccc(NC(=O)c2ccccc2F)cn1)c1ccco1	8%	nt	3%
COc1ccc(/C=C/C(=O)N2CCN(S(=O)(=O)/C=C/c3ccccc3)CC2)cc1OC	-3%	0%	5%
Cc1onc(-c2ccccc2Cl)c1C(=O)NNC(=O)C1CCN(Cc2ccccc2)CC1	0%	2%	-7%
CN1CCN(C(=O)c2ccc(COc3cc(Cl)ccc3Cl)o2)CC1	-7%	0%	3%
O=C(O)c1ccc(CO)o1	-7%	18%	nt
C/C(=N\NC(=O)c1cccc(N/N=C(\C)c2cc(O)ccc2O)c1)c1cc(O)ccc1O	-14%	8%	?
COc1cccc(CNC(=O)C2CSC3(C)CCC(=O)N23)c1 (stereo not given)	3%	7%	1%
CCOC(=O)C(NC(=O)c1ccccc1)(Nc1nnc(C)s1)C(F)(F)F (stereo not given)	1%	0%	7%
COc1ccc(CN(C)c2ccc(-c3nc(C)no3)cc2[N+](=O)[O-])cc1	nt	9%	-5%
CCSc1nnc(NC(=O)CC(C)C)s1	4%	-1%	-4%
Cn1c(N)c(C(=O)COC(=O)COc2ccccc2C#N)c(=O)n(C)c1=O	-2%	3%	-3%
CCOC(=O)c1cc2c(=O)n3ccccc3nc2n(Cc2ccco2)c1=NC(=O)c1cccc(Br)c1	nt	4%	?
Cc1cccc2c(=O)cc(CSc3ccccc3NC(=O)C(C)C)[nH]c12	nt	3%	11%
COc1ccc(-c2nnc(NC(=O)C3CCCO3)s2)cc1 (stereo not given)	5%	-3%	-2%
Cc1nnc(NC(=O)CSc2nnc(C)n2-c2ccc(F)cc2)s1	-16%	5%	-1%
Cn1nc(C(=O)NCc2ccccc2Cl)c2c1-c1ccccc1SC2	nt	-3%	-3%
Cc1cc(CNC(=O)COc2cc(F)ccc2[N+](=O)[O-])c2ccccc2n1	-1%	3%	-2%
CC(=O)C1=C(O)C(=O)N(Cc2ccco2)C1c1ccccc1 (stereo not given)	-4%	2%	?
CN(CC(=O)Nc1c(Cl)cccc1Cl)C(=O)CCc1nc2sc3c(c2c(=O)[nH]1)CCCC3	1%	nt	-4%
CCOC(=O)COc1nc(N(C)C)nc(N(C)C)n1	-1%	0%	-8%
CCCOc1ccc(C(=O)N(Cc2ccco2)Cc2ccco2)cc1	nt	5%	-2%
Cc1ccc(NC(=O)COc2ccc3oc4c(c3c2)CCCC4)nc1	11%	-5%	0%
O=C(Nc1ccc(Br)c(C(F)(F)F)c1)c1ccccc1	1%	-2%	-3%
Cc1ccc2ncc(C(=O)Nc3ccc(F)cc3F)c(=O)n2c1	nt	-2%	5%
CC(C)(C)OC(=O)NCc1ccc(NC(=O)c2nc[nH]c2C(=O)NCCN(CCNC(=O)c2[nH]cnc2C(=O)Nc2ccc(CNC(=O)OC(C)(C)C)cc2)CCNC(=O)c2[nH]cnc2C(=O)Nc2ccc(CNC(=O)OC(C)(C)C)cc2)cc1	nt	0%	-5%
O=C(CCl)NCCN1C(=O)S/C(=C\c2cccnc2)C1=O	-6%	3%	-4%
CCCn1c(SCC(=O)NC(=O)NCc2ccccc2)n[nH]c1=O	nt	1%	4%
Cc1ccc(NC(=O)CCNS(=O)(=O)c2ccc3c(c2)oc(=O)n3C)c(C)c1	-5%	4%	7%
CCOc1ccccc1NC(=O)CN(c1ccc(OC)cc1)S(=O)(=O)c1c(C)noc1C	5%	2%	-19%
CC(C)(C)c1ccc2c(c1)OC(C(=O)N/N=C\c1ccc(-c3cccc(C(=O)O)c3)o1)CO2 (stereo not given)	16%	nt	?
Cc1ccc(S(=O)(=O)N2CCCC(c3nc4c(nnn4Cc4ccc(OC(F)(F)F)cc4)c(=O)[nH]3)C2)cc1 (stereo not given)	nt	6%	21%
CS(=O)(=O)c1ccc(-c2sc3ccccc3c2C#CCCO)cc1	nt	0%	10%
Nc1ccc(C(=O)OCC(=O)c2cccc([N+](=O)[O-])c2)cc1	8%	1%	-10%
CC[n+]1c(-c2ccccc2)csc1Nc1c(C)n(C)n(-c2ccccc2)c1=O	15%	0%	27%
Cc1ccc(-n2c(N)c(C(=O)N3CCCCC3)sc2=S)cc1	-3%	5%	10%
Cc1ccccc1OCc1nc(-c2ccccc2)no1	5%	nt	-14%
Cc1cc(Cl)c2cc3ccccc3cc2n1	17%	1%	4%
CCOc1ccc(CCNC(=O)C2CCC(=O)N2CCc2ccccc2)cc1OCC (stereo not given)	-2%	-4%	-5%
C=CCN1N=C(c2ccc(NC(=O)c3ccccc3)cc2)CSC1=O	-18%	0%	-2%
COc1ccc(C2=NS(=O)(=O)N(C)C(C(=O)N3CCCCC3)=C2)cc1	-19%	nt	19%
O=C(NC(=S)Nc1nc(-c2ccccc2)cs1)c1cccs1	12%	-5%	-1%
CCOc1ccc(CCN2C(=O)C(=O)N([C@H](CCCN(C)Cc3ccccc3)CNCc3ccccc3)C[C@@H]2C(C)C)cc1	-23%	5%	nt
Cc1ccccc1Oc1cccc(C(=O)/C(C#N)=C/N(C)C)c1	nt	-2%	-5%
O=C(Nc1cccc(F)c1)N1C2CCC1CC(O)(c1cccnc1)C2 (stereo not given)	?	3%	-3%
Cc1cccc(C)c1NC(=O)Cn1c(=O)n(Cc2ccccc2)c(=O)c2c(C)c(C(=O)N(C)C)sc21	nt	0%	13%
CC(C)[C@H](NC(=O)[C@@H]1CSC2c3ccccc3C(=O)N21)C(=O)NCc1ccncc1 (stereo not given in full)	0%	3%	-9%
CCOCCCN1CN(Cc2ccccc2)CNC1=S	4%	-1%	-1%
Cc1cccc(C)c1NC1=NC2(CCCCC2)N=C(N)N1	-14%	0%	-2%
Cc1cccc(-c2cc(C(=O)N3CCCc4ccccc43)c3ccccc3n2)c1	7%	3%	-2%

# Sorted by the number under N370S GC mod (falling): 3 of the compounds above
SMILES	N370S GC mod	TDP1 inh
CCOCCCN1CN(Cc2ccccc2)CNC1=S	4%	-1%
CCOc1ccc(CCNC(=O)C2CCC(=O)N2CCc2ccccc2)cc1OCC (stereo not given)	-2%	-4%
COc1ccc(C2=NS(=O)(=O)N(C)C(C(=O)N3CCCCC3)=C2)cc1	-19%	nt

# Remaining list, next part
Molecule | N370S GC mod | TDP1 inh | FEN1 inhibitor
CC(C)CN(C(=O)C1CCC1)c1c(N)n(Cc2ccccc2)c(=O)[nH]c1=O | nt | 0% | 14%
COc1ccc(S(=O)(=O)N(C)C[C@H]2Oc3ccc(NC(=O)Cc4ccccc4)cc3C(=O)N([C@H](C)CO)C[C@@H]2C)cc1 | nt | 1% | 13%
Nc1c(-c2ccccc2)cnn1-c1cccc(Cl)c1 | 8% | nt | 13%
COc1ccc(S(=O)(=O)NCC(=O)Nc2ccc(F)cc2)cc1 | nt | 1% | 21%
Cc1ccc(-n2ncc(C(=O)NCc3cccs3)c2C2CCN(C(=O)OC(C)(C)C)CC2)cc1C | nt | 6% | -3%
CC(=O)Nc1nc2c(s1)CCc1ccccc1-2 | 0% | 5% | -2%
Cc1cc(C)cc(NC(=O)N2CCC(c3nc4ccccc4o3)CC2)c1 | -1% | 1% | -2%
CCOC(=O)c1c(C)n(C(=O)c2ccco2)c(=O)n1C(=O)c1ccco1 | 3% | 5% | -8%
CCN(c1cccc(C)c1)S(=O)(=O)c1ccc(OC)c([N+](=O)[O-])c1 | -3% | 7% | -5%
O=C(N=Nc1c(O)[nH]c2ccc(Cl)cc12)c1cc(-c2cccs2)nc2ccccc12 | 6% | 7% | 1%
NCCCn1c(C(=O)c2ccc(Cl)cc2)c2ccc(C(F)(F)F)cc2[n+]1[O-] | -21% | 3% | 11%
Cc1cc(C)c(O)c(-c2n[nH]c3c2C(c2cccc(O)c2)N(Cc2ccco2)C3=O)c1 (stereo not given) | 20% | 9% | -8%
CC(=O)c1c(C)[nH]c(C(=O)OCC(=O)Nc2nnc(-c3ccccc3)o2)c1C | nt | -17% | -15%
CCOc1ccc(C2C(C(=O)OC)=C(C)N=C3SCCC(=O)N32)cc1OCC (stereo not given) | -2% | 3% | -4%
CN(CCNC(=O)C1CCC(=O)N(Cc2ccc(Cl)cc2)C1)CCc1ccccc1 (stereo not given) | -5% | 1% | -11%
O=C(NNS(=O)(=O)c1ccccc1)C1CCN(S(=O)(=O)c2ccccc2)CC1 | 0% | 4% | 6%
CCCCN(Cc1ccco1)C(=O)c1cc2c(s1)-c1c(C)cccc1OC2 | nt | -12% | -18%
O=C(O)C1C(c2ccccc2)C(C(=O)Oc2ccc(O)cc2)C1c1ccccc1 (stereo not given) | 3% | -5% | -2%
Cc1[nH]n2c(=O)c3c(nc2c1-c1ccccc1)CCCC3 | -4% | 1% | 16%
CCOc1ccc(S(=O)(=O)NCCc2csc3nc(-c4cccc(C)c4)nn23)cc1 | nt | 3% | -1%
COc1ccc(C(=O)CCC(=O)Nc2ccc(N3CCN(C)CC3)cc2)cc1OC | nt | 1% | -5%
COc1cccc(-n2c(=O)c3sc4ccccc4c3n(CC(=O)NC3CCCCC3)c2=O)c1 | nt | 6% | 9%
COc1ccc(CNC(=O)C2CCCN(c3ncnc4c3nc3n4CCCCC3)C2)cc1 (stereo not given) | 0% | 6% | -7%
O=C(NC(=S)NCCc1ccccc1)c1cccc(Cl)c1 | 23% | 2% | -15%
CC(C)CCN1CCN(Cc2cccc(C(F)(F)F)c2)CC1CCO (stereo not given) | 9% | 0% | -7%
O=C1OC[C@H]2CCCN2C(=O)[C@@H](CC(=O)N(CCO)Cc2ccccc2)C/C=C\C[C@@H]1Cc1ccc(F)cc1 | nt | 0% | -3%
O=C(C[n+]1ccccc1)Nc1ccc(Cl)c([N+](=O)[O-])c1 | -6% | nt | 4%
CCN1CCN(c2ncc(C(=O)Nc3c(F)cc(F)cc3Br)c3ccccc23)CC1 | -3% | -7% | 3%
CCOC(=O)C1CCN(C(=O)COC(=O)c2oc3ccccc3c2C)CC1 | -10% | 1% | -4%
COC(=O)c1ccc(Cl)cc1NC(=O)N1CCC(CN2CCC(C)CC2)CC1 | nt | 4% | -4%
C=CCc1ccccc1OCC(O)CN1CCN(Cc2ccc3c(c2)OCO3)CC1 (stereo not given) | -8%&-11% | 4%&4% | 12%&10%
Cc1noc(-c2ccc(-c3noc(-c4ccccc4)n3)cc2)n1 | nt | 2% | -3%
CC1CN(c2nc3ccccn3c(=O)c2/C=C(\C#N)S(=O)(=O)c2ccccc2)CC(C)O1 (stereo not given) | 24% | 9% | -15%
O=C(/C=C/c1ccco1)OCC1CCCN2CCCCC12 (stereo not given) | -7% | 6% | -3%
CC1=C(c2ccc(F)cc2)[N+](=O)C(C)(C)N1[O-] | 4% | -6% | -1%
O=S(=O)(c1ccc(Cl)cc1)N1CCN(C2CCN(Cc3ccccc3)CC2)CC1 | -3% | 2% | -11%
COc1ccc(CCNC(=O)c2ccc3c(c2)sc2nc(-c4ccccc4)cn23)cc1OC | nt | 4% | 6%
N#CCCN(C(=O)c1ccc2c(=O)n3c(nc2c1)CCCCC3)c1ccccc1 | -12% | 1% | -3%
Cn1c(-c2sc3cc(C(F)(F)F)cnc3c2-c2cccs2)n[nH]c1=S | -3% | 5% | -3%
CCCCNC(=S)Nc1ccc(OC)nc1 | -4% | -2% | -4%
CCCN1C(=O)C(O)(C2CC(=O)CC(C)(C)O2)c2ccccc21 (stereo not given) | -14% | 7% | -3%

# Compound profiles (already shown). Screens in order: N370S GC mod | TDP1 inh | FEN1 inhibitor
# Shown for COc1ccc(CNC(=O)C2CCCN(c3ncnc4c3nc3n4CCCCC3)C2)cc1 (stereo not given) → 0% | 6% | -7%
# Shown for O=C(/C=C/c1ccco1)OCC1CCCN2CCCCC12 (stereo not given) → -7% | 6% | -3%
# Shown for CC(C)CCN1CCN(Cc2cccc(C(F)(F)F)c2)CC1CCO (stereo not given) → 9% | 0% | -7%

# An unsorted share of the library; any-hit rate near 0.53%.
